# Screens as filed in PubChem.
# GSK3beta inhib – inhibitors of human GSK3beta kinase; activity score (negative = inhibition), % at 10 µM; P49841; actives 0.038% (n = 300,000); AID 2097; GST-GSK3beta kinase, ADP-Glo luminescence, 60 min; active compounds read low;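 active means more than half of replicate wells score below -50%, meaning over 50% inhibition versus plate controls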;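 further: 0% = median DMSO wells and -100% = median GW8510 positive control wells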
# Target sequence (P49841 whole entry, looked up): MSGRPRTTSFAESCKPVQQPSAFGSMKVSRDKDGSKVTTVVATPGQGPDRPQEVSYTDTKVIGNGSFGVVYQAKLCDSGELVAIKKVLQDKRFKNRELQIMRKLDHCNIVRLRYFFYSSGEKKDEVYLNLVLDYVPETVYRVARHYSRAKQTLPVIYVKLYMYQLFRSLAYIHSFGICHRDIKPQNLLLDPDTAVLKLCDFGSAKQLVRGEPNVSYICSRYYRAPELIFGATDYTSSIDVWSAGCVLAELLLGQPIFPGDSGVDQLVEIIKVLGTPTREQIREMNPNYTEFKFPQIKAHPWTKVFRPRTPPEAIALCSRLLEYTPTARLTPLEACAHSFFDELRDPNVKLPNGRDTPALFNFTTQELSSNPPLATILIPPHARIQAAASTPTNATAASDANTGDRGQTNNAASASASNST
#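 test system = GST-tagged human GSK3beta kinase, cell-free | reagent = 25 µM ATP with peptide substrate | dosing = one dose of 10 µM per compound | schedule = 60 min reaction, RT | detection = luminescent ADP-Glo measurement of ADP formed | control set = DMSO neutral wells and GW8510 at 20 µM as positive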
# HIF act – HIF pathway transcriptional activation. U2OS HRE-luciferase reporter, luminescence; normalized: DMSO 0%, desferrioxamine 100%. AID 1910. activation, % at 7.5 µM (by protocol). actives 0.32% (n = 300,000);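 active means mean activation of at least 10% of the iron chelator positive control signal, with at least half of replicates also reaching 10%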
# IEC-6 tox – kills IEC-6 intestinal cells in KLF5 counter-screen | IEC-6 cytotoxicity, luminescence viability | inhibition, % at 5 µM | actives 0.78% (n = 290,000) | AID 1825; in the data active means inhibition above about 22%;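 further: 0% = plate median of test compound wells and 100% = cytotoxic reference compound wells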
# KLF5 inh – kruppel-like factor 5 inhibition; AID 1700; actives 0.23% (n = 290,000); DLD-1 KLF5 promoter-luciferase reporter, luminescence; inhibition, % at 5 µM;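 active means inhibition above a per-plate limit of that plate's mean compound inhibition plus 3 SD, cut at about 60% in these data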;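 further: 0% = DMSO wells and 100% = LY294002 at 200 µM; higher means less KLF5 promoter-driven luciferase light; inactives centre near -14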
# GSK3 alpha inh – human GSK-3 alpha kinase inhibition; ADP-Glo luminescence, 60 min; actives 0.1% (n = 320,000); P49840; AID 2650; inhibition, % at 10 µM;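 in the data active means inhibition above about 50%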;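 further: GST-tagged GSK-3 alpha with peptide substrate and 25 µM ATP; 0% = DMSO neutral wells and 100% = GW8510 positive control wells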
# Target sequence (P49840 whole entry, looked up): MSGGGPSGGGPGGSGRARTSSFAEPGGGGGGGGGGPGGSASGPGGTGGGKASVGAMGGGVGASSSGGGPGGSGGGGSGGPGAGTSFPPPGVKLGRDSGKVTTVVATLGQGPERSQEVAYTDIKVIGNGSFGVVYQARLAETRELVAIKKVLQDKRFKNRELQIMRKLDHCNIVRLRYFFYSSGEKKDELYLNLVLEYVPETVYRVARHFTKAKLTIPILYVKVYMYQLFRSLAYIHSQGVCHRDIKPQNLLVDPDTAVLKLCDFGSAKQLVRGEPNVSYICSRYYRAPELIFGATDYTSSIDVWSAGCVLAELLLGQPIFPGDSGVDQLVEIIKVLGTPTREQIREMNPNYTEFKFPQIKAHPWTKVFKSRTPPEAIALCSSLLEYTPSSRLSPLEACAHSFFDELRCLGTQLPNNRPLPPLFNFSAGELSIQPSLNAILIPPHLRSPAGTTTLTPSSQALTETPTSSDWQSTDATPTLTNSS
# HSF1 inh – HSF1 inhibition | activity change, negative = inhibition, % at 7.5 µM (by protocol) | NIH3T3-HGL HSE-luciferase, MG132-induced, luminescence 8 h; active compounds read low | actives 0.77% (n = 300,000) | AID 2098;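 active means more than half of replicate wells show activity change below -50%, luminescence cut by over half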;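 further: luciferase reports HSF-1 transcriptional activity via heat shock element; 0% = median of DMSO wells and -100% = zero luminescence signal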
# HSF-1 act – increases HSF-1 driven luciferase reporter signal; NIH3T3-HGL HSF-1 luciferase reporter, MG132, 8 h; 100% = twice DMSO control signal; activation, % at 9 µM; actives 1.7% (n = 300,000); AID 504408;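 active means mean replicate activation of at least 50% with a set share of replicates each reaching 50%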;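 further: 0% = median of the neutral control wells and 100% = twice that signal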
# aSyn 5UTR inh – 5' untranslated region of α-synuclein, MLPCN primary screen. alpha-synuclein 5'UTR reporter, inhibitor activity. inhibition, % (tested at 7.5 µM). actives 0.82% (n = 300,000); in the data active means inhibition above about 60%;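 further: H4 neuroglioblastoma cells stably carrying SNCA 5'UTR luciferase fusion; 0% = DMSO wells and 100% = positive control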
# AI-2 QS mod – modulates the Vibrio harveyi AI-2 quorum sensing system; Vibrio harveyi JMH597 AI-2 luminescence/OD600 ratio, 9 h; active compounds read low; strain lacks LuxN and CqsS sensors; 0 = neutral-control median; AID 2094; activity change, % at 7.5 µM; actives 0.4% (n = 300,000); in the data active means activity change below about -75%, passing the limit was not always enough;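 further: luminescence divided by OD600 gain over 9 h not by final OD600 alone; inactives centre near 13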
# HSP90 inh – HSP90 refolding inhibition in rabbit reticulocyte lysate; luciferase refolding luminescence, 3 h; inhibition, % at 5.6 µM; actives 0.91% (n = 290,000);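 active means inhibition above the screen-wide mean plus 3 SD, computed separately per campaign, cut at about 16% in these data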;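 further: 0% = DMSO wells and 100% = 60 µM geldanamycin wells; inhibitors lower the luminescence because luciferase stays unfolded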
# * marks the source's active call; other numbers are inactive results; · = no result given.
SMILES,GSK3beta inhib,HIF act,IEC-6 tox,KLF5 inh,GSK3 alpha inh,HSF1 inh,HSF-1 act,aSyn 5UTR inh,AI-2 QS mod,HSP90 inh
O=C(O)c1cc(-c2ccccc2Cl)n[nH]1,-2.8,-0.2,-3.4,-5.1,-3.4,-4.6,-3.4,5.0,11.9,3.5
O=C(O)CN=C1NC2(CCCC2)Cc2ccccc21,1.4,0.3,1.4,-10.0,-3.8,0.4,-13.7,-12.3,21.8,-1.2
CC1CCCN(C(c2cccs2)c2nnnn2Cc2ccccc2)C1 (stereo not drawn),2.7,0.1,-5.0,-8.9,-2.7,6.8,27.4,12.8,21.8,-7.0
CSc1nc(N)c2c(C)c(C)sc2n1,0.8,0.3,2.4,-7.8,-2.5,2.8,-6.3,6.5,24.7,3.8
COc1ccc(OC)c(NC(=O)C23CCC(C)(C(=O)C2)C3(C)C)c1 (stereo not drawn),1.4,-0.6,0.7,-18.8,0.2,-2.9,-20.4,10.1,27.0,1.6
O=C(CN1C(=O)NC2(CCCC2)C1=O)Nc1nc2c(F)cc(F)cc2s1,-0.5,-0.8,·,·,3.5,2.3,-10.4,-15.0,-62.9,·
O=C(NNc1cccc(Cl)n1)c1c(F)cccc1F,-0.2,-0.4,-4.8,-29.0,-1.4,-2.7,13.9,4.4,6.9,1.5
Cc1ccc(OCCN2C(=O)c3ccccc3C2=O)cc1,1.5,0.0,-2.7,-30.5,-8.3,20.9,28.5,-25.8,3.4,2.0
Nc1cc(=O)[nH]c(SCC(=O)Nc2cc([N+](=O)[O-])ccc2Cl)n1,0.3,0.3,-6.3,-16.6,0.4,0.8,19.2,3.0,24.9,1.0
O=C(Nc1ccc(N2CCOCC2)c(Cl)c1)c1ccc([N+](=O)[O-])o1,-1.8,2.5,-3.5,-17.8,·,108.0,140.6*,-56.2,9.9,-0.1
COc1cccc(C(=O)c2c[nH]c(C(=O)NCCCN3CCOCC3)c2)c1,-5.3,0.8,-5.6,-17.5,7.5,-4.7,5.7,4.4,28.2,2.3
OCC1(CCCc2ccccc2)CCN(Cc2cc(F)ccc2F)CC1,-0.7,-0.1,-11.1,-10.0,·,0.7,30.9,1.7,28.5,-0.4
CCC(C)C(NC(=O)CCC(=O)OCC(=O)[C@@]1(O)CCC2[C@@H]3CCC4=CC(=O)C=C[C@]4(C)C3[C@@H](O)C[C@@]21C)C(=O)O (stereo partly drawn),3.3,-0.7,10.9,-35.3,-1.0,-49.0,-51.4,44.2,8.6,-2.1
O=c1[nH]ncc(N/N=C\c2cccs2)c1Cl,-14.4,-0.1,-0.5,7.4,38.4,11.7,25.2,6.4,34.0,1.8
C/C=C1\COC(C(=O)NCCCN2CCCC2=O)(C(F)(F)F)C=C1C=C(C)C (stereo not drawn),-2.0,0.6,·,·,-1.0,16.8,11.7,-23.8,6.0,·
O=c1c2c(-c3cccs3)csc2ncn1-c1ccccc1,0.7,-0.2,2.5,-20.7,2.1,-3.9,3.9,28.5,-7.4,2.0
O=C(NC1CCOCC1)C1CCC(=O)N(CCc2ccc(Cl)cc2)C1 (stereo not drawn),-1.4,-0.1,-3.5,-30.5,-1.6,-1.1,0.2,-3.9,14.7,-1.0
Cc1ccc(S(=O)(=O)N2CCC(C(=O)NCc3ccccc3Cl)CC2)cc1,4.9,-0.3,-3.5,0.4,-2.0,0.2,6.0,32.3,40.4,4.1
O=S(=O)(c1ccc(C(F)(F)F)cc1)N1CCCN(c2ccc(C(F)(F)F)cn2)CC1,-0.4,0.0,-5.5,-3.7,-3.0,4.0,6.0,17.9,12.1,0.6
CCC(C)Sc1nc2ccccc2n1CC(=O)O (stereo not drawn),1.6,0.0,-6.1,-10.6,-4.6,-9.3,-12.3,6.4,10.2,-2.7
CCN(CC)CCn1c(=S)[nH]c2cc(C(=O)N3CC=C(c4ccccc4)CC3)ccc2c1=O,·,-0.3,1.9,-8.1,·,-2.4,5.2,14.9,·,-2.9
COC(=O)c1c(NC(C)=O)sc2c1CCN(Cc1ccccc1)C2,1.7,-0.5,-3.6,1.2,-3.3,-4.4,-10.4,20.6,6.0,-2.9
Cc1ccc(NC(=O)CSCc2c(C)noc2C)cc1C,-0.3,0.0,-4.4,-14.8,0.5,-7.9,-9.1,4.9,6.0,-1.1
COc1cc(C=O)cc(OC)c1OS(=O)(=O)c1ccc(NC(C)=O)cc1,1.4,-0.3,-6.9,-18.6,·,5.6,16.0,-20.6,24.7,-3.5
CCOC(=O)c1ccc(NC(=O)Nc2ccc(S(N)(=O)=O)cc2)cc1,-0.8,0.0,-6.6,-7.5,-2.5,-0.3,-1.6,7.0,25.5,-6.0

# Profiles from above. Order of screens: GSK3beta inhib	HIF act	IEC-6 tox	KLF5 inh	GSK3 alpha inh	HSF1 inh	HSF-1 act	aSyn 5UTR inh	AI-2 QS mod	HSP90 inh
# C/C=C1\COC(C(=O)NCCCN2CCCC2=O)(C(F)(F)F)C=C1C=C(C)C (stereo not drawn) reads -2.0	0.6	·	·	-1.0	16.8	11.7	-23.8	6.0	·
# O=C(O)c1cc(-c2ccccc2Cl)n[nH]1 reads -2.8	-0.2	-3.4	-5.1	-3.4	-4.6	-3.4	5.0	11.9	3.5
# COc1cc(C=O)cc(OC)c1OS(=O)(=O)c1ccc(NC(C)=O)cc1 reads 1.4	-0.3	-6.9	-18.6	·	5.6	16.0	-20.6	24.7	-3.5
# O=S(=O)(c1ccc(C(F)(F)F)cc1)N1CCCN(c2ccc(C(F)(F)F)cn2)CC1 reads -0.4	0.0	-5.5	-3.7	-3.0	4.0	6.0	17.9	12.1	0.6
# CCC(C)Sc1nc2ccccc2n1CC(=O)O (stereo not drawn) reads 1.6	0.0	-6.1	-10.6	-4.6	-9.3	-12.3	6.4	10.2	-2.7

# Other records.
SMILES,GSK3beta inhib,HIF act,IEC-6 tox,KLF5 inh,GSK3 alpha inh,HSF1 inh,HSF-1 act,aSyn 5UTR inh,AI-2 QS mod,HSP90 inh
COc1ccc2c(c1)[nH]c1c(=O)n(/N=C/c3ccc(OC)c(CN4CCCCC4)c3)cnc12,0.4,1.3,-0.5,-12.8,0.1,7.1,-3.0,-42.9,5.5,0.2
Cc1ccc(CS(=O)(=O)CCC(=O)NCCN2CCCCC2C)cc1 (stereo not drawn),1.8,0.1,-1.6,-3.5,1.2,-0.7,-2.9,3.0,16.8,1.1
CC(=O)Nc1ccc2nc(CN3CCN(CC=C(C)C)C(CCO)C3)ccc2c1 (stereo not drawn),1.4,-0.2,9.1,-19.4,2.3,-2.3,-9.8,11.3,18.1,0.9
COc1cc(C2NC(=O)NC(O)(C(F)(F)F)C2C(C)=O)cc(OC)c1OC (stereo not drawn),3.6,0.0,-0.1,-6.4,-2.8,3.4,-0.1,-35.5,10.6,5.9
N#CCOC(=O)C1CCN(S(=O)(=O)c2ccc3c(c2)OCCO3)CC1,4.0,-0.3,·,·,1.6,-1.7,-8.1,-6.6,28.1,·
Cc1ccc(C(=O)C(O)C(c2ccc(C)cc2)N2CCCCC2)cc1 (stereo not drawn),-1.8,-0.3,-2.4,-11.6,1.4,2.9,4.1,-20.4,11.0,-1.2
CC(C)CNC(=O)c1ccc2c(c1)C(=O)N(C1CCCCC1)C2=O,-2.4,-24.4,2.0,-13.5,6.5,1.8,-1.8,2.5,-4.5,0.7
COc1cc(C2N(Cc3ccccc3)CCN2Cc2ccccc2)ccc1OC(C)=O,3.1,-1.0,-7.9,-25.0,-3.0,1.6,9.9,11.5,7.8,1.3
CCOc1ccc2oc(C(=O)NC3CCN(Cc4ccccc4)CC3)c(C)c2c1,0.3,-0.5,6.1,-17.7,-1.9,-9.1,0.5,22.8,12.4,7.9
CCOc1ccccc1N1CCN(C(=O)CCCc2nc3ccccc3s2)CC1,3.4,-0.5,5.0,-4.6,-3.7,-0.4,6.7,20.4,13.7,3.2
CCN(CC)S(=O)(=O)c1cccc(-c2nnc(SCC(=O)NC3CCCCCCC3)n2N)c1,3.7,0.2,-1.3,-22.8,-2.8,9.0,19.7,13.0,12.3,2.9
CCCCC(=O)Nc1ccc2c(c1)nc1n2CCSC1,2.0,3.4,5.5,-80.0,-1.2,7.6,9.3,-84.1,17.7,2.3
O=C1CC(Sc2ncccn2)C(=O)N1c1ccccc1C(F)(F)F (stereo not drawn),-1.9,-0.2,3.3,-34.5,-1.7,-2.8,2.6,-2.9,17.0,2.2
CC(C)(C)C(=O)NC(=S)Nc1ccc(Cc2ccncc2)cc1,0.9,-8.9,-2.6,-34.9,-0.8,1.2,16.6,-6.4,17.5,0.7
CC1(C)CC2(C)Nc3ccccc3N2C(=S)N1 (stereo not drawn),0.7,-0.1,12.7,6.1,-0.9,17.8,38.1,15.8,6.7,-1.1
CCN1CCN(CC(=O)Nc2cc3c(cc2C(C)=O)OCO3)CC1,-0.2,0.3,3.4,-7.8,4.0,-10.0,-8.2,-8.2,21.2,5.0
CCC(=O)c1ccc(N2CCOCC2)c(F)c1,1.7,0.4,-8.4,-29.8,11.3,-1.0,-5.9,-42.0,31.4,-2.6
COC(=O)c1ccc(C)c(-n2c(=O)n(Cc3ccccc3)c(=O)c3[nH]cnc32)c1,0.8,-0.2,6.2,-30.5,-2.8,-5.5,-12.1,31.1,21.7,2.7
CCc1ccccc1NS(=O)(=O)Cc1ccccc1,0.7,-1.1,2.7,-36.1,-4.7,-1.3,11.5,4.7,23.4,-2.0
CCOC(=O)CS(=O)(=O)c1ccc(O)cc1,-1.2,-0.1,1.0,-37.5,-3.7,-8.6,-2.1,2.6,10.0,-2.2
CC(c1ccccc1)N(CC(=O)NC1CCCCC1)S(=O)(=O)c1cccc(C(F)(F)F)c1 (stereo not drawn),-0.9,-0.3,0.2,-22.0,1.3,9.7,12.0,3.2,19.3,-2.4
Cc1cccc(C(CC(=O)N2CCCC2)c2ccccc2)c1O (stereo not drawn),2.3,0.1,-0.9,16.3,-3.2,3.5,0.3,-10.1,35.4,-1.5
Cc1nn(S(=O)(=O)c2ccccc2)c(C)c1S(=O)(=O)N1CCOCC1,·,-0.9,3.4,-20.5,-1.1,-1.9,-1.7,23.8,-7.9,1.7
Cc1cc(O)c(-c2cc(C(=O)Nc3sc4c(c3C(=O)NCc3ccco3)CCC4)[nH]n2)cc1C,1.6,-0.4,0.1,-16.1,-2.6,5.1,-3.6,-8.5,15.3,-0.1
O=C1CSC(c2cn(-c3ccccc3)nc2-c2cccs2)N1CC1CCCO1 (stereo not drawn),-3.9,-0.5,3.0,-29.7,4.3,5.3,4.5,-17.4,4.8,7.5
C(=C\c1ccco1)/c1ccc2ccccc2n1,1.9,0.7,1.3,1.1,-0.3,6.4,12.6,-3.0,12.6,-1.3
Cc1ccc(-c2noc(CN3CCCCC3)n2)cc1,1.1,0.9,4.8,-23.7,-5.0,18.1,30.0,-126.2,-6.2,2.6
COc1ccc2c(c1)N(C)/C(=C/c1cccc[n+]1C)S2,-1.1,1.3,13.6,16.1,-0.5,-6.2,-13.3,44.0,8.7,-5.1
O=C(Cn1cnc2nc3n(c2c1=O)CCC3)NCc1ccccc1,2.6,-0.2,-12.8,-2.4,0.5,-6.3,-3.7,-1.5,15.6,-3.1
COc1cc2c(cc1OC)CN(CC(=O)NC(=O)NC(C)(C)C)CC2,-2.3,-0.2,4.2,-46.6,-2.1,1.5,1.5,1.2,10.5,1.3
